TAAR1 agonist = human TAAR1 agonists, primary screen, Fluo-8 calcium fluorescence, CHO RD-HGA16 cells. Trace amine-associated receptor 1 (Homo sapiens), Q96RJ0. vehicle wells 0%, saturating PEA agonist 100%. activation, % at 3 µM. hit rate 0.99% among 360,000;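 active means activation above the mean activation of all test compounds in the run plus 3 SD, cut at about 38% in these data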
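Test system: RD-HGA16 (CHO) cells co-expressing Gα16 and hTAAR1 | Doses: Single dose, 3 µM | Schedule: 17-24 h seeding, 75 min 37 °C dye, 30 min RT | Evaluation: % activation from peak over basal fluorescence ratio, DMSO-to-PEA scaled | Technique: Kinetic Fluo-8 calcium fluorescence | Benchmarks: Low control DMSO, high control PEA (EC100)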
M5 ag = human M5 muscarinic receptor agonists, primary screen, CHO-K1 cells, Fluo-8 calcium fluorescence; Muscarinic acetylcholine receptor M5 (Homo sapiens), P08912; CHO-K1 hM5 cells; 0% DMSO wells, 100% maximal acetylcholine response; activation, % at 3 µM; hit rate 0.19% among 360,000; AID 624037, 2012;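 active means activation above the run's mean over test compounds plus 3 SD, cut at about 23% in these data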;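 further: signal is peak over basal fluorescence ratio across the kinetic read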
Target sequence (P08912 whole entry, looked up): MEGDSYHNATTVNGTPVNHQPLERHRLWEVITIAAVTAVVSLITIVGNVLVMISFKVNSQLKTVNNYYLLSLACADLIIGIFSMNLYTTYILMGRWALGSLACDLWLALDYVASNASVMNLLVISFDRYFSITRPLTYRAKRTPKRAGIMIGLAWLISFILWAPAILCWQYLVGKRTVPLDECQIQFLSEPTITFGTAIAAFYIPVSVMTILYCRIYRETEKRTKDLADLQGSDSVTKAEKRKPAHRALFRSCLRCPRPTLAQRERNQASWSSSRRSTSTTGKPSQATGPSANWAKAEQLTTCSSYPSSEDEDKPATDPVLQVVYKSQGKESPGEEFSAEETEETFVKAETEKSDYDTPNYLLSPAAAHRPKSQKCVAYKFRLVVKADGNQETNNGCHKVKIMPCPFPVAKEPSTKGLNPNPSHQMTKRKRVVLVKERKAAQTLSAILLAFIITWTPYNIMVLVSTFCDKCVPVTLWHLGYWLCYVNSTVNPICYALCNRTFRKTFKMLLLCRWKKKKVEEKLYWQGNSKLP
CHRM1 antagonist = human M1 muscarinic receptor antagonists, primary screen, CHO-K1 cells, Fluo-8 calcium fluorescence, 1536-well | hit rate 1.3% among 360,000 | CHO-K1 hM1, ACh EC80 antagonist | inhibition, % at 3 µM;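 active means percent inhibition above its own plate's cutoff, namely the mean of that plate's compound wells plus 3 SD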;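 further: peak over basal fluorescence ratio during 140 s after agonist addition; 0% = ACh EC80 plus DMSO and 100% = DMSO alone without agonist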
Target sequence (P11229 whole entry, looked up): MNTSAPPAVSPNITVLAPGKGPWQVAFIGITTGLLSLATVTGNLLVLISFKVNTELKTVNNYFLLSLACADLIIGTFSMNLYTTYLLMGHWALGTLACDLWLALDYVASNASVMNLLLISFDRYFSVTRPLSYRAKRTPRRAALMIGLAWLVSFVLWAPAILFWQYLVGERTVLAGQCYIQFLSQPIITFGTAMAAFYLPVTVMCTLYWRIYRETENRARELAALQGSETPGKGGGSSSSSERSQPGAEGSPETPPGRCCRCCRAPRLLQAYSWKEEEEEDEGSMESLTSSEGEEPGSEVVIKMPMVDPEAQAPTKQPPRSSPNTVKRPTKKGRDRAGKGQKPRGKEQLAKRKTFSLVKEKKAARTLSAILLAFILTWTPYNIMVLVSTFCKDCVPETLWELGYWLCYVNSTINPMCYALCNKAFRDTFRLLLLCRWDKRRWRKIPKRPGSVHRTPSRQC
M4 antag = human M4 muscarinic receptor antagonists, primary screen, CHO cells, Fluo-8 calcium fluorescence; CHO-hM4 cells, ACh EC80; inhibition, % at 3 µM; hit rate 0.73% among 360,000; AID 624125, 2012;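 active means inhibition above its plate's cutoff, the mean inhibition of sample wells plus 3 SD, cut at about 27% in these data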;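 further: 0% = acetylcholine EC80 with DMSO and 100% = DMSO without agonist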
CHRM5 PAM = human M5 muscarinic receptor positive allosteric modulators, primary screen, CHO-K1 cells, Fluo-8 calcium fluorescence; Muscarinic acetylcholine receptor M5 (Homo sapiens), P08912; CHO-K1 hM5, ACh EC20 PAM; 0% = ACh EC20, 100% = ACh EC100; activation, % at 3 µM; hit rate 0.3% among 360,000; AID 624038, 2012;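 active means activation above the run cutoff, the mean activation of all test compounds plus 3 SD, cut at about 18% in these data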
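Assay system: CHO-K1 hM5 cells / Incubation: Fluo-8 loading 80 min at 37 °C plus 30 min room temperature / Technique: Fluo-8 calcium dye fluorescence, kinetic read / Repeats: single replicate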
CHRM1 agonist = human M1 muscarinic receptor agonists, primary screen, Fluo-8 calcium fluorescence, CHO-K1 cells, HTS | Muscarinic acetylcholine receptor M1 (Homo sapiens), P11229 | CHO-K1 hM1, agonist mode; 0% DMSO, 100% acetylcholine EC100 | activation, % at 3 µM | hit rate 0.33% among 360,000 | AID 588814, 2011;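 active means activation above the run's mean compound activation plus 3 SD, cut at about 16% in these data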;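 further: peak over basal fluorescence ratio within a 140 s kinetic read after compound addition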
CHRM4 agonist = human M4 muscarinic receptor agonists, primary screen, CHO-K1 cells, Fluo-8 calcium fluorescence; CHO-K1 hM4/Gqi5; vehicle 0%, full acetylcholine response 100%; hit rate 0.14% among 360,000; Muscarinic acetylcholine receptor M4 (Homo sapiens), P08173; activation, % at 3 µM;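 active means activation above the run mean over all test wells plus 3 SD, cut at about 32% in these data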;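 further: peak over basal fluorescence ratio per well then scaled between controls; 0% = DMSO wells and 100% = acetylcholine at EC100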
CHRM5 antagonist = human M5 muscarinic receptor antagonists, primary screen, CHO cells, Fluo-8 calcium fluorescence; Muscarinic acetylcholine receptor M5 (Homo sapiens), P08912; AID 624040, 2012; hit rate 0.59% among 360,000; inhibition, % at 3 µM; CHO-hM5 cells, ACh EC80;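 active means inhibition above a per-plate cutoff, the mean of that plate's test compounds plus 3 SD, cut at about 27% in these data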;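 further: 0% = acetylcholine EC80 with DMSO and 100% = DMSO without agonist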
M1 PAM = human M1 muscarinic receptor positive allosteric modulators, primary screen, CHO-K1 cells, Fluo-8 calcium fluorescence, 1536-well; Muscarinic acetylcholine receptor M1 (Homo sapiens), P11229; CHO-K1 hM1, ACh EC20; 0% = ACh EC20, 100% = maximal ACh; activation, % at 3 µM; hit rate 0.088% among 360,000; in the data active means activation above about 19%, passing the limit was not always enough
Starred values were filed as active, the others as inactive; · = no result given. A portion of the library. The share of hits here may be higher or lower than overall.

SMILES | TAAR1 agonist | M5 ag | CHRM1 antagonist | M4 antag | CHRM5 PAM | CHRM1 agonist | CHRM4 agonist | CHRM5 antagonist | M1 PAM
CCCSc1nnc(N2C(=O)C(O)=C(C(=O)c3ccco3)C2c2ccccc2F)s1 (stereo unspecified) | -1 | 13 | 1 | 1 | -5 | 0 | 16 | 7 | 5
CCCCCCCCNC(=O)/C(C#N)=C/c1ccccc1[N+](=O)[O-] | 3 | -2 | -2 | -6 | 4 | -4 | 1 | 5 | 11
COc1ccc2[nH]cc(CCNC(=O)Cc3ccc(F)cc3)c2c1 | 6 | 6 | -25 | 6 | 16 | 6 | 0 | -4 | 12
Cc1cc(C(=O)Nc2ccc(Cl)c(S(=O)(=O)N3CCOCC3)c2)c2ccccc2n1 | 11 | 6 | 5 | 8 | 2 | -1 | 8 | 8 | -3
CS(=O)(=O)N(Cc1ccc(Cl)cc1)c1ccc(C(=O)NCCSCc2ccco2)cc1 | 16 | 3 | -1 | 14 | 0 | -1 | 6 | 1 | 8
O=C(c1cccc([N+](=O)[O-])c1)n1nc(-c2ccccc2)nc1NCc1ccccc1 | -1 | -1 | 3 | 3 | -2 | -5 | 1 | -1 | 1
Cc1nc(C(=O)NC(C)C)nn1-c1cc(Cl)cc(Cl)c1 | 12 | -3 | -2 | 6 | -8 | -5 | -1 | 18 | 4
CC(Sc1cccc[n+]1[O-])C(=O)Nc1cccc([N+](=O)[O-])c1 (stereo unspecified) | 0 | 1 | 4 | -8 | 10 | -1 | 1 | 3 | 9
Cn1c(SCC(=O)N2CCCCC2)nc2cccnc21 | 1 | -3 | 1 | 6 | -1 | -3 | 0 | 2 | -1
C=CCNC(=O)c1ccc(Cl)cc1Cl | 3 | -9 | -2 | -6 | 10 | -4 | 0 | -6 | 5
CC(C)CC(NC(=O)c1ccccc1)C(=O)OCC(=O)Nc1ccc(Br)cn1 (stereo unspecified) | 2 | -1 | -3 | 17 | -4 | -5 | 0 | -5 | 1
O=C(CSc1nnc(-c2ccc(O)cc2)n1Cc1ccccc1)NNC(=O)c1ccc(Br)cc1 | 0 | 0 | 7 | -4 | 0 | -8 | 0 | -2 | -3
COc1ccccc1C(=O)NCCC(=O)NC1CCC(C)CC1 (stereo unspecified) | -1 | 0 | -10 | 4 | 0 | -2 | 0 | 1 | 10
CCn1c(C)c(C2=CCN(S(=O)(=O)c3ccccc3)CC2)c2ccccc21 | 3 | 0 | 6 | 2 | -11 | -8 | 7 | 12 | -6
COc1cc(CN2C[C@@H](CO)O[C@@H](n3cnc4c(NCc5ccco5)ncnc43)C2)cc(OC)c1OC | 6 | 1 | -8 | -3 | -4 | -1 | 6 | 0 | -4
O=C(CNC(=O)c1cccc(F)c1)N/N=C/c1cc(Br)ccc1OCc1ccccc1 | 2 | -3 | -6 | -18 | 3 | -4 | 1 | -6 | 4
O=C(Nc1ccccc1OC(F)F)C1CCCN1C(=O)c1cccs1 (stereo unspecified) | 0 | 0 | -13 | -3 | -1 | -9 | 0 | -2 | 12
O=C(Nc1cccc(Cl)c1)NC1CC2CCC(C1)N2Cc1cccs1 (stereo unspecified) | 14 | -4 | 0 | -9 | 0 | -16 | 5 | -4 | -5
CCc1nc(SCC(=O)c2cccs2)c2oc3ccccc3c2n1 | 30 | 1 | 21 | 5 | -3 | -2 | 1 | 11 | -9
N/C(CC(=O)Nc1cccc(C(F)(F)F)c1)=N/O | 8 | 1 | -8 | 3 | -4 | -3 | 1 | 7 | 11

Brought forward from above: four compounds; new compounds follow.
SMILES | TAAR1 agonist | M5 ag | CHRM1 antagonist | M4 antag | CHRM5 PAM | CHRM1 agonist | CHRM4 agonist | CHRM5 antagonist | M1 PAM
O=C(Nc1ccccc1OC(F)F)C1CCCN1C(=O)c1cccs1 (stereo unspecified) | 0 | 0 | -13 | -3 | -1 | -9 | 0 | -2 | 12
O=C(Nc1cccc(Cl)c1)NC1CC2CCC(C1)N2Cc1cccs1 (stereo unspecified) | 14 | -4 | 0 | -9 | 0 | -16 | 5 | -4 | -5
CCc1nc(SCC(=O)c2cccs2)c2oc3ccccc3c2n1 | 30 | 1 | 21 | 5 | -3 | -2 | 1 | 11 | -9
N/C(CC(=O)Nc1cccc(C(F)(F)F)c1)=N/O | 8 | 1 | -8 | 3 | -4 | -3 | 1 | 7 | 11
COc1ccccc1C(=O)Nc1ccnn1C1CCN(Cc2cnn(C)c2C)CC1 | -1 | -4 | -5 | -3 | 6 | -5 | 1 | -14 | 8
Cc1cccn2c(=O)c(C=O)c(N3CCC4(CC3)OCCO4)nc12 | 1 | -2 | -7 | -9 | 1 | 3 | 2 | 2 | 4
Cc1cc(NC(=O)CSc2nnc(C)o2)no1 | 3 | 0 | 16 | 9 | 0 | -1 | 1 | 2 | -3
O=C(/C=C/c1c(Cl)cccc1Cl)Nc1ccncc1 | 17 | 8 | -3 | -8 | -9 | 1 | 4 | 4 | 5
COc1cc(C2C(C#N)=C(SC)NC3=C2C(=O)CCC3)ccc1O (stereo unspecified) | -1 | 1 | -23 | 6 | 9 | -2 | -1 | -4 | 7
CN1C=CC(=O)[C@@H](O)[C@H]1c1ccccc1Br | 3 | 2 | -15 | -11 | 0 | -1 | 1 | -2 | 14
CN(CC(=O)NCC(=O)Nc1ccc(F)cc1)CC(=O)Nc1ccc(Cl)c(C(F)(F)F)c1 | 1 | 2 | 8 | 5 | 1 | -1 | 5 | 13 | 0
CC(=O)Oc1ccc(C2=NN(c3ccccc3)C(c3ccccc3)C2)cc1 (stereo unspecified) | 3 | -1 | 1 | -2 | -1 | -2 | 0 | -2 | -1
Cc1ccc(NC(=O)CCS(=O)(=O)c2ccc(Br)s2)cc1 | 1 | -4 | 9 | 9 | 3 | -6 | 3 | 2 | -2
CCOC(=O)c1c(NC(=O)c2c(C(=O)O)cccc2[N+](=O)[O-])sc(C)c1C | 3 | 1 | -2 | 0 | 2 | -7 | 1 | -8 | 9
O=C(Nc1ccc(F)cc1)c1ccc2snnc2c1 | 2 | -2 | 6 | 3 | -9 | 0 | 2 | 16 | 2
O=C(O)C1=C(OCc2ccc(F)c(F)c2)C(=O)NCC1 | 5 | 3 | 17 | -1 | -9 | -3 | 20 | 6 | -19
CC1(C(=O)Nc2cccc(-n3cnnn3)c2)Cc2ccccc2C(=O)O1 (stereo unspecified) | 2 | 6 | 17 | -5 | -5 | -4 | 4 | 0 | -10
CC(=O)N1CCN(c2ccc(NC(=S)NC(=O)c3ccc(C)c([N+](=O)[O-])c3)cc2)CC1 | 8 | 6 | 4 | 4 | -5 | 0 | 8 | -2 | -3
CCOC(=O)CSc1n[nH]c(NC(=O)NC(C)C)n1 | 0 | 1 | 2 | 5 | -3 | -4 | 2 | 6 | 0
CC(=O)Nc1ccc(NC(=O)CCCc2ccccc2)cc1 | · | 3 | -22 | 4 | 4 | -2 | 0 | 10 | 15
O=C(Nc1nccc(-c2cccs2)n1)c1ccccc1Cl | 1 | 0 | -5 | -5 | 2 | 1 | 2 | -2 | 9
CC(C)Cc1nc(N2CCN(C(=O)c3ccco3)CC2)c(C#N)c2c1CCC2 | 13 | -3 | -27 | -5 | -1 | -6 | 0 | 1 | 0
O=S(=O)(Nc1ccc(N=Nc2ccc(O)c3ccccc23)cc1)c1ccccc1 | 2 | 3 | -2 | 0 | 2 | -2 | 2 | -3 | 3
COc1ccc(-c2n[nH]c(=S)n2/N=C/C=C\c2ccccc2OC)cc1 | -2 | 0 | -5 | -6 | -2 | -4 | -1 | -2 | 13
COc1ccc(NC(=O)C(c2ccccc2)N2CCN(c3ccccn3)CC2)cc1Cl (stereo unspecified) | -2 | -3 | -8 | 6 | -6 | -10 | 0 | 18 | 2
Nn1c(-c2cccs2)nc2sc3c(c2c1=O)CCCC3 | 14 | 3 | -6 | -3 | -1 | -2 | 3 | 0 | 3
NS(=O)(=O)c1ccc(NC(=O)C2(c3ccccc3)CCCC2)cc1 | 3 | 2 | -4 | -2 | 1 | -6 | 1 | -9 | 11
Cc1cccc(C)c1NC(=O)CN(C)C(=O)C1CC(=O)N(c2cccc3ccccc23)C1 (stereo unspecified) | 3 | 3 | -6 | 5 | -14 | -1 | 2 | 9 | 6
C=CCNc1sc(C(=O)c2ccccc2)c(N)c1-c1nc2ccccc2s1 | · | -6 | -13 | -3 | 20* | 1 | -3 | -6 | 13
COc1cccc(NC(=O)[C@H](CC(C)C)NC(=O)N2CCn3c2nc2ccccc23)c1 | 3 | -3 | 1 | 1 | -3 | -2 | 4 | 14 | 3
CC1=CC2=NC(=O)/C(=C\c3cc(C)n(-c4ccc(F)cc4)c3C)C(=N)N2O1 | 43* | -2 | 3 | 2 | -2 | -3 | 1 | 13 | 0
COc1ccc(/C=C(/C#N)C(=O)Nc2cccc([N+](=O)[O-])c2)cc1C(=O)O | 9 | 1 | 5 | -3 | 6 | -5 | 2 | -18 | 3
COc1ccccc1NC(=O)Nc1nc(CC(=O)NCc2cccnc2)cs1 | 1 | 1 | 3 | -5 | -6 | -1 | 5 | 11 | 1
CCOC(=O)C1(Cc2ccccc2)CCN(Cc2cc(=O)c3ccccc3[nH]2)CC1 | 17 | 3 | -12 | -6 | 2 | -1 | 1 | 6 | 13
COc1ccc(C(=O)Nc2cccc3c2CCCC3)c(OC)c1 | 5 | -2 | -10 | -5 | 2 | -5 | -1 | -4 | 8
CN(C)C(CNC(=O)c1coc2ccccc2c1=O)c1ccccc1 (stereo unspecified) | 0 | -2 | -6 | 1 | 2 | -10 | 2 | 1 | 4
O=C(CC1C(=O)NCCN1C(=S)Nc1ccccc1)Nc1ccc2c(c1)OCCO2 (stereo unspecified) | 7 | 2 | -4 | 4 | 2 | -3 | -1 | 0 | 6
Cc1ccc(C)c(N2CCN(S(=O)(=O)c3ccc4c(c3)NC(=O)CC(=O)N4)CC2)c1 | 2 | -3 | -11 | 88* | -19 | -5 | 1 | 4 | 11
Cc1c(O)ccc2c3c(c(=O)oc12)CCCC3 | 6 | -2 | 3 | -2 | -12 | -1 | 2 | 4 | 0
CC1(C(=O)NC2CCN(Cc3ccccc3)CC2)CCN1Cc1ccc2ccccc2c1 (stereo unspecified) | 3 | -1 | 4 | -8 | -5 | -8 | 10 | 5 | -12
O=S(=O)(Cc1ccccc1)Nc1ccccc1Br | -1 | 0 | -12 | -1 | 6 | -4 | 0 | -4 | 8

Screening data: PubChem, The Scripps Research Institute Molecular Screening Center
